# EPAC2 agonist – qHTS for Agonist of cAMP-regulated guanine nucleotide exchange factor 4 (EPAC2): primary screen. Rap guanine nucleotide exchange factor 4 (Homo sapiens), Q8WZA2. EPAC2 activation, biochemical qHTS; response scale: 100% = 6.5 mM cAMP response. Potency, µM (titrated, usually from 154 µM), for inactives: at the highest dose activation, hits mostly activators. 360,000 tested, 0.079% active. AID 720711, 2013; also: potency is read from the fitted curve at half-maximal effect; nearly all actives have a fitted effect of over 50% in size
#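 Guanine nucleotide exchange by EPAC2 is measured as reduced fluorescence of BODIPY-GDP once it is released from 250 nM Rap1B. Plates are read kinetically for 30 min at room temperature; results are scaled to 6.5 mM cAMP.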
# EPAC2 antag – qHTS for Antagonist of cAMP-regulated guanine nucleotide exchange factor 2 (EPAC2): primary screen; AID 720708, 2013; Rap guanine nucleotide exchange factor 4 (Homo sapiens), Q8WZA2; Potency, µM (highest dose often 114 µM), for the others: at the highest dose activity, negative = inhibition, most hits filed as inhibitors; EPAC2 GEF exchange of Rap1B-BODIPY-GDP, fluorescence; 360,000 tested, 0.18% active; also: potency is read from the fitted curve at half-maximal effect; % is scaled to controls: 0 for no effect and ±100 for the full control effect; nearly all actives have a fitted effect of over 45% in size; many of its hits are not listed in these tables
# D3 ag – qHTS of D3 Dopamine Receptor Agonist: qHTS | D(3) dopamine receptor (Homo sapiens), P35462 | D3R DiscoveRx beta-arrestin cells, luminescence, 90 min | max activation, % | 410,000 tested, 0.58% active | AID 652048, 2013; in the data active = max activation above about 30%; also: 0% is about no effect; mostly tested at two doses, the higher about 12 µM
# Target sequence (P35462 whole entry, looked up): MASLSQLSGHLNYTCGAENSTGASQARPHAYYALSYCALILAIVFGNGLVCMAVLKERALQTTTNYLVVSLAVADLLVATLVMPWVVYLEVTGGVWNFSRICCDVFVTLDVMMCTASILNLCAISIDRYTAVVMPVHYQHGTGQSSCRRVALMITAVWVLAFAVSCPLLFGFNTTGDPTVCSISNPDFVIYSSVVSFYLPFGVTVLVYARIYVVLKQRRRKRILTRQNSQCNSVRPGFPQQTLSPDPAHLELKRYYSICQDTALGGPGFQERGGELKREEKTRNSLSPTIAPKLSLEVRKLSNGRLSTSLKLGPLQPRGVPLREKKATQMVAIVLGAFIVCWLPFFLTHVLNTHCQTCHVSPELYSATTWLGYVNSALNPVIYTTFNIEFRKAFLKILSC
#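 Agonist mode: compounds and dopamine controls were applied to plated cells for 90 min at 37 degrees C after an overnight attachment at 1500 cells/well. Luminescent read-out followed 30 - 60 minutes at room temperature with DiscoveRx detection reagent.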
# PTHR1 agonist – qHTS for PTHR1 Agonists: Primary Screen. 410,000 tested, 0.075% active. HEK293 GP2 PTHR1 cells, GloSensor cAMP luminescence, 1 h. Potency, µM (series often up to 115 µM), for inactives: at the highest dose activation, usual class: activators. AID 743266, 2014; also: potency is read from the fitted curve at half-maximal effect; nearly all actives have a fitted effect of over 55% in size; some results filed as inactive show a strong effect at the top dose; inactives centre near -15; many of its hits are not listed in these tables
# Target sequence (Q03431 whole entry, looked up): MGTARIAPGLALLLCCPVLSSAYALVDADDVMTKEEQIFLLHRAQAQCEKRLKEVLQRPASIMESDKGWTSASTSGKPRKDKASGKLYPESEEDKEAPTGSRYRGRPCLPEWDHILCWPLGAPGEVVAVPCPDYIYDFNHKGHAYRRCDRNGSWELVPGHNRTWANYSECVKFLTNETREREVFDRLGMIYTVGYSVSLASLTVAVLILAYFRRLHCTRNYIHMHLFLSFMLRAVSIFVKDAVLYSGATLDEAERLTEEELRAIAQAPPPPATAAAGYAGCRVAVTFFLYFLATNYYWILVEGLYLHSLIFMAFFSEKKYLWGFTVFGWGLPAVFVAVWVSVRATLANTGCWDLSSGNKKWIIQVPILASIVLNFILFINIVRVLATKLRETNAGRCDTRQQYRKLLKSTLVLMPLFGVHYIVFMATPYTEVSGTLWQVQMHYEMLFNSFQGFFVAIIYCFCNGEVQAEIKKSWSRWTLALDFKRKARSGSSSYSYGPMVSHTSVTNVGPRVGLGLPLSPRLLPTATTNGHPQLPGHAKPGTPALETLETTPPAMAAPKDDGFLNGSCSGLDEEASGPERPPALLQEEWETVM
#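 HEK-293-derived GP2 cells expressing PTHR1 and a GloSensor cAMP reporter, 3,000/well, plated overnight, given luciferin plus IBMX (each 0.5 mM as added) for 1 h at 37 °C, then compound for 1 h at 37 °C. Luminescence was read after 15 min at room temperature.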
# DRD3 antagonist – qHTS of D3 Dopamine Receptor Antagonist: qHTS; D(3) dopamine receptor (Homo sapiens), P35462; D3R cells, DiscoveRx beta-arrestin luminescence, antagonist mode; hits give low values; max response, negative = inhibition, %; 360,000 tested, 2.5% active; AID 652054, 2013; in the data active = max response below about -50%; inconclusive = no clear call, values can overlap the other calls; also: % is scaled to controls: 0 for no effect and ±100 for the full control effect; mostly tested at two doses, the higher about 12 µM
#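 Cells expressing the human receptor were seeded at 1500 cells/well, incubated overnight at 37 degrees C in 5% CO2, then exposed to library compounds with dopamine controls for 90 minutes at 37 degrees C before luminescent detection.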
# Mm-Cpn inhibitor – Inhibitors of TCP-1 ring complex (TRiC) of Methanococcus maripaludis (MmCpn): qHTS. 330,000 tested, 0.031% active. Potency, µM (top dose mostly 76.9 µM), for the others: top-dose activity, negative = inhibition, hits mostly inhibitors. purified Mm-Cpn ATPase, ADP Transcreener TR-FRET; also: potency is read from the fitted curve at half-maximal effect; % is scaled to controls: 0 for no effect and ±100 for the full control effect; nearly all actives have a fitted effect of over 80% in size
#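 ATPase read-out: TR-FRET ADP immunoassay (anti-ADP Eu cryptate vs ADP-d2), ex 320 nm, em 590/665 nm; signal drops as ADP forms. Enzyme 25 nM, ATP 10 uM, 30 min at 37°C after 10 min compound preincubation.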
# CCT chaperon mod – High-Throughput Screening for Modulators of Cytosolic Chaperonin Activity. AID 651819, 2012. 360,000 tested, 0.3% active. activity change, % (test concentration not listed), hits read low. purified chaperonin ATPase assay, HTRF ADP detection, 30 min; in the data active = activity change below about -30%; also: % is scaled to controls: 0 for no effect and ±100 for the full control effect
#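 TRiC (40 or 20 nM final, by batch activity) in 30 mM Tris pH 7.4, 100 mM KCl, 5 mM MgCl2, 1 mM DTT was treated with compound at 76 uM single dose, then 10 uM ATP, 30 min at 37 °C. ADP was read by HTRF Transcreener.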
# pAkt inh – HTS Assay for Inhibitors of Akt Phophorylation: Primary Screen; Neuro2A IGF-stimulated pAkt S473 HTRF, 20 min; hits give low values; activity change, % for hits at 50 µM; 360,000 tested, 0.32% active; in the data active = activity change below about -80%; inconclusive = mostly about -51% to -80%; also: % is scaled to controls: 0 for no effect and ±100 for the full control effect
#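 Neuro2A cells in DMEM with 0.5% FBS, overnight at 37 deg C, given compound at single 50 µM final, then IGF (6 nM final) for 20 min at 37 deg C. Lysed; phospho-Akt Ser473 by HTRF after 24 h, 665/615 ratio.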
# * hit, by the source's call; i = inactive; ? = inconclusive; · = no result given; [ ] = remark or other dose. Unless noted, calls follow the shape of the dose curve; as a rule, active = well fitted curve in the direction sought with a large enough effect; inconclusive = small, poorly fitted or top-dose-only effect, or another doubt; inactive = no such curve, though single readings can be large; an effect the other way counts as inactive or inconclusive. These rows are one share of the data (hit frequency here may not be typical).
SMILES,EPAC2 agonist,EPAC2 antag,D3 ag,PTHR1 agonist,DRD3 antagonist,Mm-Cpn inhibitor,CCT chaperon mod,pAkt inh
COc1cc(C(CCN2CCCCC2)c2c(OC)cc(OC)c3c(-c4ccccc4)cc(=O)oc23)cc(OC)c1OC (stereo not drawn),-2%,13%,0,-8%,-9,3%,0.3,i
CCn1cc(/C=N/NC(=O)c2ccc3c(c2)OCO3)c(C)n1,7%,-4%,-1,-37%[inhibitor],-3,1%,-1.7,i
Cc1ccc(S(=O)(=O)N(C)C)cc1NC(=O)CCNC(=O)c1ccccc1Cl,-9%,-1%,-5,-11%,-11,1%,4.3,i
Cc1sc2nc(SCC(=O)NCCOCCO)nc(N)c2c1C,7%,-9%,6,0%,9,-1%,1.1,i
Cc1cc(N2C(=O)C(O)=C(C(=O)c3ccco3)C2c2ccc([N+](=O)[O-])cc2)no1 (stereo not drawn),-11%,-19%,-6,-7%,-27,3%,0.1,i
CC(=O)Nc1cc(N=Cc2ccc(O)cc2O)c(Cl)cc1Cl,8%,-5%,5,i,-1,-4%,-3.0,i
CC1=C(C)CC(C(=O)Nc2nc(-c3ccc(C)cc3C)c(C)s2)C(C(=O)O)C1 (stereo not drawn),-10%,1%,2,i,-12,0%,-1.1,i
COc1ccccc1N1N=C(C(=O)c2ccccc2)C2C(=O)N(c3ccc(Br)cc3)C(=O)C21 (stereo not drawn),26%,45µM*,1,?,-3,-9%,0.7,i
CCOc1ncccc1C(=O)Nc1ccc2c(c1)OCCCO2,20%,-21%,2,-25%,2,2%,-2.0,i
CCOc1cccc(CN2CCCC(C(=O)Nc3ccc(-c4ccn[nH]4)cc3)C2)c1O (stereo not drawn),3%,-4%,-6,i,0,-9%,-2.0,i
CCOc1ccc(C(C(=O)NC(C)(C)C)N(CCOC)C(=O)CCC(=O)Nc2ccccn2)cc1 (stereo not drawn),-3%,4%,0,i,2,1%,-1.1,i
O=C(N/N=C\c1ccc(CNS(=O)(=O)c2ccc(Cl)cc2)o1)C(=O)Nc1ccc(Oc2ccccc2)cc1,5%,6%,-13,i,-19,-3%,-2.2,i
CS(=O)(=O)Cc1cccc(C(=O)NC2CCSc3ccccc32)c1 (stereo not drawn),-12%,-24%,13,i,7,1%,1.2,i
O=C(C[n+]1cc(-c2ccccc2)n2c1CCC2)N1c2ccccc2Sc2ccccc21,1%,14%,-7,-24%,-11,2%,-0.1,i
O=C(Cn1cnc2ccccc2c1=O)NNC(=O)c1ccccc1F,8%,6%,2,-23%,13,-1%,0.8,i
COc1ccc(CC(=O)N2CCN(c3ccccc3OC)CC2)cc1OC,18%,1%,-1,-6%,1,-1%,-1.5,i
CC1(c2nnc(-c3ccncc3)o2)CC(c2c(Cl)cccc2Cl)=NO1 (stereo not drawn),2%,9%,3,-24%,5,0%,-1.8,i
O=S(=O)(/C=C/c1ccccc1)N1CCN(c2cccc(Cl)c2)CC1,10%,-10%,-20,-79%[inhibitor],-5,0%,-0.5,i
COc1ccc(/C=N/Nc2nc(-c3cccc(S(=O)(=O)N4CCCC4)c3)cs2)cc1OC,-7%,3%,0,-14%,16,-3%,-3.9,i
CN1C(=O)c2cccc3c(Br)ccc(c23)C1=O,-3%,0%,0,i,8,·,-2.6,i
CCO[C@H]1OC(C(=O)NCc2nc3ccccc3[nH]2)=C[C@@H](c2csc3ccccc23)[C@@H]1CCCO,8%,0%,7,-11%,41,·,-1.4,i
CSc1nc2ccsc2c(=O)n1-c1ccccn1,4%,-3%,4,-22%,13,4%,0.7,i
CCCN(CCC)C(=O)CC(c1ccccc1)C1CCOC(C)(C)C1 (stereo not drawn),0%,0%,-2,i,-9,1%,-1.1,i
Cc1cccc(N=NC(=S)NNc2cccc(C)c2)c1,-1%,-3%,-4,-11%,14,·,-0.6,i
COc1ccc(CCNC(=O)C2CCN(S(C)(=O)=O)CC2)cc1,5%,0%,0,-7%[57.5 µM],13,-4%,3.9,i
Cn1cc(S(=O)(=O)N2CCC3(CC2)OCCO3)c(=O)n(C)c1=O,-7%,3%,2,-22%,19,4%,2.0,i
NC(=O)C[C@@H]1N[C@]2(C(=O)Nc3ccccc32)[C@@H]2C(=O)N(c3cc(C(F)(F)F)ccc3Cl)C(=O)[C@H]12,-10%,-4%,11,-23%[57.5 µM],22,-3%,0.3,i
CN(C(=O)COC(=O)c1nc(-c2ccccc2)n(-c2ccccc2)n1)C1CCS(=O)(=O)C1 (stereo not drawn),7%,-5%,-7,?,10,2%,-1.2,i
Cc1[nH]c(=O)c(C#N)c(C)c1CSc1ncccn1,13%,0%,2,i,19,·,1.5,i
COc1ccc(N2CCN(C(=O)c3oc4ccccc4c3NC(=O)Cc3cccc(OC)c3)CC2)cc1,15%,-4%,0,-25%,7,-1%,0.3,i
CCOc1ccc(NC(=O)Cc2nnc(SCC(=O)N3CCOCC3)n2C)cc1,1%,-3%,-6,?,-12,3%,-0.8,i
CCc1cccc(OCCOC(=O)CNS(=O)(=O)c2ccc(NC(C)=O)cc2)c1,-2%,28%,-19,-43%[inhibitor],-8,-2%,1.8,i
Cc1ccc(C)c(S(=O)(=O)Nc2ccc3[nH]c(=O)[nH]c3c2)c1,4%,-8%,10,i,-9,1%,0.4,i
Cc1cccc(C)c1N1CC(=O)N(c2c(C)cccc2C)CC1=O,-8%,10%,5,-13%[57.5 µM],7,-1%,-0.2,i
CC1(C(=O)O)CCCN1C(=O)c1ccccc1OC(F)(F)F (stereo not drawn),7%,-3%,-8,i,-4,·,0.5,i
CCOc1ccccc1C=NN=Cc1ccccc1O,2%,-2%,6,i,3,·,-3.6,i
O=C(CCC(=O)NCCCc1ccccc1)NCCCc1ccccc1,-3%,-2%,-6,0%,-3,-3%,0.0,i
CC1(C)CC(=O)C(C=Nc2ccc3[nH]ncc3c2)=C(O)C1,6%,-2%,3,i,8,-2%,-0.6,i
O=C1CCC2CCCCC2(O)O1 (stereo not drawn),2%,11%,2,-16%[57.5 µM],?,0%,-4.4,i
CC(NC(=O)c1ccccc1NC(=O)CN1CCN(c2ccccc2O)CC1)c1ccccc1 (stereo not drawn),-8%,-8%,19,i,47,-2%,1.6,i
CC(=O)NCCOC(=O)Nc1sc(=S)n(C)c1C,4%,-1%,-1,i,-21,-1%,-1.2,i
O=c1[nH]c2ccc(S(=O)(=O)N3CCN(c4ccccc4)CC3)cc2[nH]c1=O,-10%,14%,-10,-3%,?,1%,3.0,i
C[C@H](CO)N1C[C@H](C)[C@@H](CN(C)S(=O)(=O)c2ccc(F)cc2)Oc2ccc(NC(=O)Cc3ccccc3)cc2C1=O,6%,-2%,1,-11%,17,3%,1.5,i
NC(=O)c1nsc(C(=O)N(CC(=O)NCc2ccccc2)c2cccc(F)c2)c1N,2%,1%,-6,-8%,-2,2%,-1.5,i
Cc1cccc(-c2noc(-c3ccccc3C(=O)NCC3CCCO3)n2)c1 (stereo not drawn),9%,-5%,2,-9%,-19,1%,0.4,i
Cc1noc(C)c1COc1ccccc1C(=O)N1CCN(S(=O)(=O)c2ccccc2Br)CC1,6%,9%,-1,i,-24,·,0.5,i
Cc1nc(CN(C)C(=O)c2cc(COc3ccc4ncccc4c3)on2)cs1,-2%,16%,5,i,35,?,1.2,i
CC(=O)Nc1ccc(-c2ccnc3c2CC(C)(C(=O)Nc2ccc4c(c2)OCO4)O3)cc1 (stereo not drawn),25%,12%,-15,-7%,0,·,0.0,i
Cc1nc2c(c(=O)c3ccccc3n2C)c(=O)n1C1CCCCCC1,13%,2%,4,-5%,1,-2%,-2.0,i
Cc1cc(C(=O)Nc2ccccc2C)c2ccccc2n1,3%,-7%,4,-1%,12,0%,0.3,i

# One compound at a time, from the list above.
# `Cc1cccc(-c2noc(-c3ccccc3C(=O)NCC3CCCO3)n2)c1` (stereo not drawn) is listed with EPAC2 agonist = 9%; EPAC2 antag = -5%; D3 ag = 2; PTHR1 agonist = -9%; DRD3 antagonist = -19; Mm-Cpn inhibitor = 1%; CCT chaperon mod = 0.4; pAkt inh = i
# `Cc1nc(CN(C)C(=O)c2cc(COc3ccc4ncccc4c3)on2)cs1` is listed with EPAC2 agonist = -2%; EPAC2 antag = 16%; D3 ag = 5; PTHR1 agonist = i; DRD3 antagonist = 35; Mm-Cpn inhibitor = ?; CCT chaperon mod = 1.2; pAkt inh = i

# The list goes on:
SMILES,EPAC2 agonist,EPAC2 antag,D3 ag,PTHR1 agonist,DRD3 antagonist,Mm-Cpn inhibitor,CCT chaperon mod,pAkt inh
Cc1cc([N+](=O)[O-])ccc1NC(=O)CSc1nncn1-c1cccnc1,5%,-10%,6,-11%,-1,-1%,-0.9,i
O=C(NCCCN1CCOCC1)c1sc2cc([N+](=O)[O-])ccc2c1Cl,1%,1%,-1,i,2,-3%,-0.5,i
CC1=NCCN1S(=O)(=O)c1ccccc1[N+](=O)[O-],5%,-1%,2,i,-8,2%,0.6,i
COc1ccc(C(=O)N2CCC(c3ccccc3)CC2)c(OC)c1OC,7%,-5%,2,i,0,-4%,-3.3,i
COc1ccc(C(=O)Nc2nnc(SCC(=O)NCc3ccco3)s2)cc1OC,0%,0%,-7,i,-10,0%,3.9,i
CCOC(=O)N1CCN(C(=O)c2ccc3c(c2)ncn3C2CCCC2)CC1,4%,15%,2,-4%[57.5 µM],4,-1%,2.0,i
Cc1ccc(-n2nnnc2-c2nc3ccccc3s2)cc1,-5%,6%,3,i,4,1%,-0.5,i
CCOC(=O)Cc1cc(-c2ccc(O)cc2)nc2ccc3ccccc3c12,-7%,6%,18,i,45,0%,-2.1,i
CNCCC(=O)N1c2ccccc2CCc2ccc(NC(=O)OC)cc21,8%,4%,-1,i,-7,2%,-3.3,i
Cn1nnnc1NC(=O)c1ccccc1Cl,13%,-2%,6,-49%[inhibitor],-9,0%,-1.5,i

# Source: PubChem (National Center for Advancing Translational Sciences (NCATS))
